# FBPA coupling cs – inhibits coupling enzyme system, counter-screen for aldolase hits; coupling enzyme system counterscreen, AmpLite Red fluorescence; activity change, negative = inhibition, % at 58.2 µM, hits read low; 0.67% of 290,000 active; AID 2472; in the data active = activity change below about -30%; note: % is set by controls: 0 for no effect and ±100 for the full control effect
#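 Counterscreen of the coupled detection system alone, without aldolase: glyceraldehyde-3-phosphate coupling enzymes plus AmpLite Red readout. Compounds at 57.5 uM final, 10 min RT preincubation, 20 min RT reaction, fluorescence 525/598 nm.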
# USP2a inh – blocks human ubiquitin-specific protease USP2a | O75604 | USP2 core, Ub-CHOP2 coupled fluorogenic reporter, 485/531 | Potency, µM (highest dose often 38.3 µM), for the others: top-dose activity change, negative = inhibition, most hits filed as inhibitors | 0.01% of 330,000 active | AID 463254;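 note: potency is the fitted concentration of half-maximal effect; plate controls were DMSO wells for no effect and full inhibition by NEM control for full effect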
#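 USP2 core (10nM final) preincubated 30min RT with compound in 20mM Tris-HCl pH 8.0, 2mM CaCl2, 2mM beta-mercaptoethanol, 0.05% CHAPS; 25nM Ub-CHOP2 plus 25nM reporter substrate added, fluorescence (Ex485/Em531) read after 60min.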
# Giardia kill – kills Giardia lamblia; 0.15% of 340,000 active; Giardia lamblia trophozoite viability; activity change, % at 7.66 µM, hits read low; in the data active = activity change below about -80%; inconclusive = between about -30% and that limit;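 note: parasites exposed to compound for two days anaerobically before the ATP read; % is set by controls: 0 for no effect and ±100 for the full control effect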
#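 Each well holds 100 Giardia trophozoites and compound. After two days (48 hrs) at 37 deg C in anaerobic conditions, ATP is quantified by luminescence.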
# PKM2 act – increases activity of human pyruvate kinase M2; P14618; purified PKM2, Kinase-Glo ATP luminescence, activation; response scale: 0% is enzyme alone, no compound; Potency, µM (doses to about 57.5 µM), inactives show top-dose activation, hits mostly activators; 0.34% of 260,000 active; AID 1631; note: potency is the fitted concentration of half-maximal effect; % is set by controls: 0 for no effect and ±100 for the full control effect; nearly all actives have a fitted effect of over 55% in size
#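 Purified hPK-M2 (>95% pure) converted ADP (0.1 mM final) to ATP with 0.5 mM PEP in 50 mM imidazole pH7.2, KCl, MgCl2, Tween 20, BSA; 1 h at room temperature. ATP detected by Kinase-Glo luminescence.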
# TRPV1 agonist – human TRPV1 agonism; TRPV1-expressing cells, Fluo-8 calcium influx, agonist mode; activation, % at 8.33 µM; 0.19% of 320,000 active; AID 540275; in the data active = activation above about 80%; inconclusive = between about 30% and that limit; note: 0% is about no effect
# Target sequence (Q8NER1 whole entry, looked up): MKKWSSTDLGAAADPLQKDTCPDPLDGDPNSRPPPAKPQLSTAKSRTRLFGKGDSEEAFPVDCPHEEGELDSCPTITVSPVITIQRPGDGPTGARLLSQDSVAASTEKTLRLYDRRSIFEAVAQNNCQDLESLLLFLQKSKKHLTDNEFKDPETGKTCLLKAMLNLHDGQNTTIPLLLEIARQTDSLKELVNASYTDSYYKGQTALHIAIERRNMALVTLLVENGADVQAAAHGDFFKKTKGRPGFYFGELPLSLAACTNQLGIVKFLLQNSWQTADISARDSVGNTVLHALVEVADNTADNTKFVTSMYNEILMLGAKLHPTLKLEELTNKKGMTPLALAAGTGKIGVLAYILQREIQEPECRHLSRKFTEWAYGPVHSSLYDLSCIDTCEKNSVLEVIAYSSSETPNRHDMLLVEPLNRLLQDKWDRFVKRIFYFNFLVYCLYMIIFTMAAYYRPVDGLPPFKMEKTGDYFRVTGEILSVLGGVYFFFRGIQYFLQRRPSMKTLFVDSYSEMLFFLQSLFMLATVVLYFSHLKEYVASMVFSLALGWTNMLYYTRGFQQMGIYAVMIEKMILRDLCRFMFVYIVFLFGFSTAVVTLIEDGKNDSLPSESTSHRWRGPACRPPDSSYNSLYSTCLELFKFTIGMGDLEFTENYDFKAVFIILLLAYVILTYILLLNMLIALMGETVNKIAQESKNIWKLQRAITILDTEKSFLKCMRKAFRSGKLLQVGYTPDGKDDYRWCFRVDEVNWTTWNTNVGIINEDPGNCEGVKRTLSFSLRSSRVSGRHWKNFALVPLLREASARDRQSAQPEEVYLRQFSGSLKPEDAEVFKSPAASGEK
#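 TRPV1-expressing cells were cultured overnight at 35.5C and loaded with Fluo-8 calcium dye for 40 to 90 min at room temperature. After a 10 s baseline, compound was added and calcium influx was read kinetically for 3 min (ex 480/em 520 nm).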
# Menin-MLL TR inh – inhibitors of human menin-MLL interaction, mutant MLL peptide. O00255. Menin + Texas Red MLL mutant peptide, fluorescence polarization. Potency, µM (highest dose often 61.6 µM), for inactives: at the highest dose FP activity change, negative = inhibition, hits mostly inhibitors. 0.23% of 270,000 active; active = well fitted inhibition curve with a large enough effect in the polarisation, with a control signal flat, not every such curve was filed as active; inconclusive = small, poorly fitted or top-dose-only effect, or effect the other way, or a change in a side signal; inactive = no such curve, though single readings can be large or run the other way; the % refers to the polarisation; note: potency is the fitted concentration of half-maximal effect; % of control where 0% means no effect; many of its hits are not listed in these tables
# GALK inh – inhibitors of human galactokinase; P51570; Purified GALK, Kinase-Glo residual ATP luminescence; Potency, µM (series often up to 57.5 µM), without a hit: at the top dose activity change, negative = inhibition, most hits filed as inhibitors; 0.007% of 270,000 active; AID 1868; note: potency is the fitted concentration of half-maximal effect; % is set by controls: 0 for no effect and ±100 for the full control effect
#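 Galactose (100 uM) and ATP (35 uM) were turned over by 5 nM GALK for 1 h at RT. Kinase-Glo Plus then converted the remaining ATP into a luminescent signal.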
# CXXC DNA block – blocks binding of human MLL CXXC domain to DNA | Q03164 | MLL-CXXC / FITC-HOXA9 DNA fluorescence polarization | Potency, µM (doses to about 115 µM), without a hit: at the highest dose activity change, negative = inhibition, most hits filed as inhibitors | 0.037% of 290,000 active; active = well fitted inhibition curve with a large enough effect in the polarisation, with a control signal flat, not every such curve was filed as active; inconclusive = small, poorly fitted or top-dose-only effect, or effect the other way, or a change in a side signal; inactive = no such curve, though single readings can be large or run the other way; the % refers to the polarisation; note: potency is the fitted concentration of half-maximal effect
#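 Fluorescence polarization: 7 uM MLL-CXXC (stock) preincubated 5 min with compounds, then 50 nM fluorescein-HOX-A9 DNA (stock) added; 30 min ambient. Buffer 50 mM Tris-HCl pH 7.5, 50 mM NaCl, 1 mM DTT, 0.05% BSA.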
# KCNH2 3.1 block – inhibitors of human KCNH2 3.1 potassium channel isoform; U2OS KCNH2 3.1, thallium flux FluxOr; hits give low values; activity change, % (tested at about 1.8 µM); 0.95% of 340,000 active; AID 720553;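 active = maximum activity change below -70%; inconclusive = maximum activity change from -70% to -50%; inactive = maximum activity change above -50%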;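 note: thallium influx rate constant from kinetic fluorescence after stimulation buffer; % is set by controls: 0 for no effect and ±100 for the full control effect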
#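 Thallium flux via FluxOr fluorescence (Red40 quencher, 45 min loading) in U2OS cells virally expressing the KCNH2 3.1 isoform (1.77 x 10^8 /mL virus, overnight at 37 C). Rate constants from 2-min kinetic reads post-stimulation, normalised to positive and negative controls.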
# B2AR arrestin – beta2AR (human) beta-arrestin recruitment activity; P07550; beta-arrestin recruitment to beta2AR, cell-based reporter; Potency, µM (doses to about 46.1 µM), inactives show at the top dose activation, hits mostly activators; 0.02% of 330,000 active; AID 492947;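 note: potency is the fitted concentration of half-maximal effect; 0% = DMSO controls and full agonism = EC100 isoproterenol or metaproterenol; nearly all actives have a fitted effect of over 65% in size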
# hERG WT inh – KCNH2 (human, wildtype) channel inhibition; AID 720551; 0.37% of 340,000 active; activity change, % at 1.84 µM; U2OS, BacMam KCNH2, thallium flux FluxOr; hits give low values;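 active = maximum activity change below -70%; inconclusive = maximum activity change between -70% and -50%; inactive = maximum activity change above -50%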; note: % is set by controls: 0 for no effect and ±100 for the full control effect
#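 U2OS cells transduced with wild-type KCNH2 virus are loaded with FluxOr dye for 45 min, and thallium flux is measured in kinetic reads before and after stimulation buffer. Rate constants are normalized to DMSO controls.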
# The depositor's hits bear a star; ? = inconclusive; · = no result given; & = joins results of further samples; [ ] = dose if it differs, or a comment. Unless noted, calls come from the whole dose curve; as a rule, active = well fitted curve in the direction sought with a large enough effect; inconclusive = small, poorly fitted or top-dose-only effect, or another doubt; inactive = no such curve, though single readings can be large; an effect the other way counts as inactive or inconclusive. These rows are one share of the data; rates above refer to the full screens.
# The line under a structure holds: FBPA coupling cs, USP2a inh, Giardia kill, PKM2 act, TRPV1 agonist, Menin-MLL TR inh, GALK inh, CXXC DNA block, KCNH2 3.1 block, B2AR arrestin, hERG WT inh
> Cc1ccc(C(=O)/C=C\Nc2ccc(C)c(C)c2)cc1
    -0.6, 6.1%, 5.3, -11.8%, 20.2, -1.2%, ·, -8.6%, 5.7, -0.4%, 26.5
> NC(=O)C1CCN(C(=O)CCNS(=O)(=O)c2ccccc2F)CC1
    ·, 1.9%, 10.0, ·, 1.1, ·, ·, ·, 12.6, -0.1%, -19.2
> COc1ccc2c(c1)-c1nc(/N=C/c3ccc(O)c(OC)c3)sc1CC2
    -23.7, 3.0%, 16.8, 12.2%, -0.6, 24.7%, 0.3%, 15.7%, -2.4, -0.8%, -1.0
> O=C(NCCCCNC(=O)c1c(F)c(F)c(F)c(F)c1F)c1c(F)c(F)c(F)c(F)c1F
    8.3, -1.1%, -0.6, -1.2%, 6.3, 3.4%, -0.4%, -2.2%, 7.3, -0.4%, -21.5
> O=C(CSc1cccc(C(F)(F)F)c1)Nc1cc(S(=O)(=O)N2CCCC2)ccc1Cl
    -0.6, -10.3%, 8.3, -9.8%, -0.8, 20.8%, 1.7%, -4.4%, -7.1, -0.7%, -11.0
> CCOC(=O)c1ccc(OS(=O)(=O)c2ccccc2)c(OC)c1
    -1.0, -1.9%, -5.9, 12.7%, 15.1, -0.1%, 0.1%, 1.9%, -11.0, 0.1%, -0.3
> O=Cc1ccc(-n2cccn2)cc1
    3.7, 12.2%, -19.1, 1.7%, -7.9, 4.9%, 0.7%, -1.3%, -13.9, -0.5%, -14.6
> Cc1csc(SCC(=O)c2c(N)n(CC(C)C)c(=O)n(C)c2=O)n1
    0.3, -1.6%, -4.8, 0.5%, 3.6, ·, -4.0%, 4.0%, -9.0, 0.0%, -325.2*
> CCS(=O)(=O)N1CCCC(C(=O)c2ccc(OC)cc2C)C1 (stereo not given)
    0.4, -1.1%, -2.5, -4.6%, 4.6, -2.3%, -1.9%, 6.1%, -2.8, -0.9%, 7.8
> Cc1nnc(SCC(=O)Nc2ccc3c(c2)OCO3)[nH]c1=O
    6.4, 0.3%, -7.1, -3.3%, -1.9, 3.7%, -3.8%, 3.6%, 6.5, -1.0%, -4.1
> CN(C(=O)COC(=O)C1(C)CC1(Cl)Cl)c1c(N)n(Cc2ccccc2)c(=O)[nH]c1=O (stereo not given)
    ·, 0.3%, -2.9, ·, 1.0, ·, ·, ·, -0.1, 0.3%, 0.0
> COc1ccc(C(=O)Nc2ccnn2C2CCN(CCC(C)c3ccc(C)o3)CC2)cc1 (stereo not given)
    ·, 1.0%, -5.9, 22.6%, 2.5, ·, -6.0%, 6.8%, -40.0, -0.2%, 9.6
> COc1ccc(OCC(O)CN2C(=O)c3ccccc3S2(=O)=O)cc1 (stereo not given)
    1.7, -1.2%, -15.0, -17.2%, -0.7, 0.6%, -0.2%, -3.6%, -34.0, 2.5%, -1.4
> COc1ccccc1-c1c(C)oc2c(CN3CCCC(C)C3)c(O)ccc2c1=O (stereo not given)
    0.9, -2.2%, 0.5, ·, -0.6, -20.2%, -0.9%, -2.4%, 13.1, -0.3%, 6.3
> COC(=O)c1c(NC(=S)NNC(=O)c2ccc(Cl)s2)sc(C(=O)N(C)C)c1C
    ·, 2.7%, 0.6, 1.7%, -1.3, ·, -5.5%, 1.2%, -0.4, -0.5%, -3.9
> O=C(Cn1ccnc1)c1ccc(Cl)cc1
    2.5, -1.7%, -20.0, ·, 3.9, 1.7%, 1.3%, 1.6%, 5.4, -1.1%, -6.7
> CN(C)c1ccc(-c2nc3cnccn3c2Nc2ccc3c(c2)OCCO3)cc1
    -3.3, -1.6%, 29.9, -2.5%, 5.9, ·, ·, 1.1%, 2.1, -0.7%, 0.4
> O=C(Nc1ccc(S(=O)(=O)N2CCOCC2)cc1)c1ccccc1F
    2.7, -0.1%, -17.1, -0.3%, 9.4, 13.8%, 2.3%, 11.6%, 7.1, 0.2%, ·
> CC(=O)NC(CC(=O)NC(C)c1ccc(Cl)cc1Cl)c1ccccc1 (stereo not given)
    0.3, -4.3%, -1.2, -3.3%, -7.4, 0.5%, 0.6%, -8.1%, 3.7, 0.4%, 0.2
> COc1ccc([C@@H]2[C@@H]3C(=O)N(C(C)(C)C)C(=O)[C@@H]3[C@]3(Cc4ccc(Cl)cc4)C(=O)N(c4ccc(OC)cc4)C(=O)N23)cc1
    ·, 2.2%, 9.8, ·, -5.1, ·, ·, ·, 15.8, -0.7%, -1.8
> O=C(NCc1ccc2c(c1)OCO2)c1c(-c2ccccc2)sc2ccccc12
    ·, 2.1%, 10.3, ·, ·, ·, ·, ·, -32.8, 0.2%, -4.8
> COc1ccccc1C(O)c1nccn1C (stereo not given)
    0.8, 2.5%, 3.6&18.3, -4.1%, -3.9, -13.4%, 1.6%, -7.5%, 0.5, 0.4%, -3.6
> Cc1cccc(NS(=O)(=O)c2cc(Cl)ccc2Cl)n1
    -6.2, -0.8%, -9.3, 0.3%, -0.8, -0.6%, 0.0%, -2.9%, 2.6, -1.7%, -5.0
> CSc1ccc(CN2CCN(C(C)C)C(CCO)C2)cc1 (stereo not given)
    4.0, -1.3%, 3.1, 0.1%, -4.2, -0.3%, 1.7%, -7.8%, -16.5, -0.6%, 6.6
> CN(C(=O)CSc1nncn1-c1ccccc1)c1ccccc1
    2.8, 0.7%, -21.3, 2.2%, -2.0, 0.0%, 0.0%, 32.0%[activator], 1.3, -0.2%, -12.1
> COc1ccc2nc(NC(=O)CSc3nc(SC)ns3)sc2c1
    0.2, -8.6%, 3.3, -12.8%, 13.1, ?, -0.7%, -4.5%, -17.8, 0.2%, -3.5
> CCCC(=O)Nc1cc(OC)c(NC(=O)NC2CCCCC2)cc1OC
    -45.3*, -1.7%, 1.0, -1.6%, 2.1, -10.6%, 6.4%, 0.0%, 3.6, 0.3%, 3.1
> COc1ccc(C(=O)NCC(=O)N2CCC(C)CC2)cc1OC
    3.5, 6.5%, 23.5, 0.7%, -1.7, 0.7%, 2.5%, 2.4%, -17.9, 0.4%, -8.0
> CC(=O)N1c2ccccc2NC(=O)C1(C)C
    2.0, ·, -15.4, -3.8%, 3.6, 14.8%, 0.0%, -0.6%, 5.0, ·, -4.3
> Cc1ccc(C(=O)O)cc1N1C(=O)c2cccc3cc(Br)cc(c23)C1=O
    12.8, -0.7%, -10.7, 0.4%, 0.2, 12.7%, ·, 1.2%, 5.9, 0.1%, 5.8
> Cc1ccc2nc(-c3cccnc3)oc2c1
    2.4, -0.8%, -6.7&-1.4, -6.3%, 15.4, -2.9%, -0.1%, -5.7%, -179.5*, 0.3%, -221.4*
> NC(=NC(=O)c1ccc(OCC(F)(F)F)nc1)c1ccccc1
    0.3, 2.3%, -10.4, -3.6%, ·, ·, 0.8%, -12.6%, -5.4, -0.3%, -2.9
> COc1ccc(CCNc2cc(-c3ccccc3)nc3ncnn23)cc1
    ·, 0.3%, 10.7, 2.6%, 0.4, -9.4%, -4.5%, 17.8%, -4.5, -0.3%, 7.6
> CCOC(=O)C1=C(C)N(C[C@@H]2CC[C@@H](Cc3ccc(-c4ccccc4)cc3)O2)C(=O)NC1c1ccc(Cl)cc1 (stereo not given in full)
    ·, -7.1%, 2.8, ·, ·, ·, ·, ·, 0.8, -0.6%, 22.9
> O=C(COC(=O)/C=C/c1ccc([N+](=O)[O-])cc1)NNC(=O)c1ccccc1
    ·, 4.9%, -2.5, ·, ·, ·, ·, ·, 9.3, -0.3%, 6.1
> Cc1csc(-c2coc3cc(O)cc(C)c3c2=O)n1
    0.3, 2.1%, -7.3, -2.6%, 1.6, 7.5%, 5.5%, -3.0%, 6.7, 0.1%, 25.1
> O=C(NCCCN1CCCC1=O)C1CCN(S(=O)(=O)c2ccccc2)CC1
    ·, 2.1%, 6.9, ·, 1.7, ·, ·, ·, -35.3, -0.3%, 6.4
> CCCS(=O)(=O)c1c(S(=O)(=O)CCC)c2ccc(C(C)=O)cn2c1C(=O)OC
    -3.5, 1.5%, -12.5, 1.1%, 1.1, -18.7%, -1.4%, -14.9%, 1.5, 0.1%, -1.2
> O=C(CCc1nc(-c2ccccc2F)no1)Nc1cccnc1
    ·, -5.3%, -16.4, -0.9%, 12.8, ·, 3.5%, 2.3%, -36.6, -0.2%, 26.2
> CCCCN(C(=O)Cn1nnc2ccccc21)C(C(=O)NCc1ccco1)c1ccncc1 (stereo not given)
    -8.6, 0.4%, -1.6, ?, 3.5, 1.6%, 3.1%, -5.9%, 5.8, -0.1%, -5.6
